Bioassay records from PubChem.
TDP1 cell noCPT: qHTS for Inhibitors of human tyrosyl-DNA phosphodiesterase 1 (TDP1): qHTS in cells in absence of CPT; 15% of 420,000 active; AID 686978, 2013; DT40 Tdp1-/- hTDP1 cells, no CPT, ATP luminescence, 48 h; Potency, µM (doses to about 46.2 µM), inactives show at the top dose activity change, negative = growth inhibition, actives largely listed as inhibitors; active means well fitted inhibition curve with a large enough effect; inconclusive means small, poorly fitted or top-dose-only effect; further: nearly all actives have a fitted effect of over 55% in size
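Growth of hTDP1-complemented DT40 Tdp1-knockout cells is measured by ATP luminescence after at least 48 hr compound exposure at 37 °C, with DMSO substituting for the 20 nM CPT used in the parallel screen.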
Numbers without * were called inactive; ? = inconclusive; & = joins results of further samples; [ ] = dose if it differs, or a comment. On the % scale 0 is the no-effect control and ±100 the full control effect; potency means the concentration at half of the fitted maximal effect. This is a subset, so the mix of outcomes need not match the whole.

SMILES	TDP1 cell noCPT
Cc1cccc(C)c1NC(=O)C(C1CC1)n1c(-c2ccc(=O)[nH]c2)nc2ccccc21 (centres undefined)	-1%
CCOc1c(Br)cc(C(=O)Nc2cccc(S(=O)(=O)N3CCOCC3)c2)cc1OC	23µM*
CCN1C(=O)[C@H]2[C@@H](c3ccc(OC)cc3)N[C@]3(CCCN(Cc4ccc(Br)cc4)C3=O)[C@H]2C1=O	26µM*
NCCCNc1ccc(Br)cn1	?
COc1cccc(CNC(=O)c2c(OC)cc(=O)n3c2CCN(C(=O)C2CC24CCCC4)CC3)c1 (centres undefined)	-4%
CCN1CCN(c2c(Cl)cccc2NC(=O)c2cc3ccccc3o2)CC1	18µM*
COC(=O)[C@@]12C[C@@H](CC(=O)NCc3ccccc3)C(=O)N(Cc3cccc4ccccc34)C1=CCC(C)(C)C2	18µM*
COc1ccc2c(c1)CCc1cnc(-n3ncc(C(=O)N(C)CC4CCCN(C)C4)c3C)nc1-2 (centres undefined)	-10%
COc1ccc(C(=O)N2CCCC(c3nc(SCc4ccccn4)ncc3C)C2)cc1F (centres undefined)	7.3µM*
O=C(O)C1C2CCC(CC2)C1C(=O)O (centres undefined)	-3%
O=C(O)C1CCN(Cc2oc(CO)cc(=O)c2O)C1 (centres undefined)	?
COc1ccc(C=C2NC(=O)NC2=O)cc1O	-23%
OCC[C@H]1C[C@@H](O)[C@H](O)[C@@]2(CCCCO2)O1	10%
Cc1cc(OCC(=O)Nc2nnc(C3CC3)s2)ccc1Cl	?
OC[C@@H]1CN(Cc2ccc(-c3ccccc3)cc2)C[C@H](n2cnc3c(NCc4ccncc4)ncnc32)O1	3.3µM*
C[C@H](NC(=O)c1ncn2c1c(=O)[nH]c1ccccc12)c1ccccc1	-1%
COc1ccc(CN2CC[C@H]3C=CC[C@@H](C(=O)N4CCOCC4)[C@H]3C2=O)cc1OC	-2%&8%
COc1ccc(OC)c(/C=N/NC(=O)C(=O)N/N=C/c2cc(OC)ccc2OC)c1	?
OC1CCN(Cc2ccc3c(c2)CN(Cc2ccc(Oc4ncccn4)cc2)CCO3)CC1	-8%
CC1=C(C(=O)N2CCCCCC2)CC(CC(=O)NCc2cccc3ccccc23)C(=O)N1CCC1=CCCCC1 (centres undefined)	?
CC(C)(C)C(O)/C=C/c1ccc2c(c1)OCO2 (centres undefined)	-23%
COc1ccc(CCC2=NCCN2C(CC(C)C)c2nc3ccccc3[nH]2)cc1 (centres undefined)	16µM*
COCCNc1ncnc2c1ncn2[C@H]1CN(Cc2ccncc2)C[C@@H](CO)O1	-4%
CC(C)NC(=O)C1(C)CN(S(C)(=O)=O)CC(=O)N1Cc1cccs1 (centres undefined)	?
COc1ccc(CCN2C(=O)c3ccccc3C2c2nnnn2C(C)C)cc1OC (centres undefined)	-29%

In another format: 4 of the compounds above.
> O=C(O)C1C2CCC(CC2)C1C(=O)O (centres undefined)
  TDP1 cell noCPT: -3%
> O=C(O)C1CCN(Cc2oc(CO)cc(=O)c2O)C1 (centres undefined)
  TDP1 cell noCPT: ?
> COc1ccc(C=C2NC(=O)NC2=O)cc1O
  TDP1 cell noCPT: -23%
> OCC[C@H]1C[C@@H](O)[C@H](O)[C@@]2(CCCCO2)O1
  TDP1 cell noCPT: 10%

(cont.)
SMILES	TDP1 cell noCPT
CCOC(=O)c1c[nH]n2c(=S)ncnc12	?
Cc1ccc(S(=O)(=O)CCC(=O)OCCOc2ccc(Br)cc2)cc1	?
CCN1C[C@@H]2[C@@H]3C(=O)N(Cc4ccccc4)C(=O)[C@@H]3[C@](Cc3ccccc3)(C1=O)N2C(=O)c1ccccc1	?
O=C1C(=Cc2cccc(Cl)c2)CCc2ccccc21	21µM*
CCCCN(C=O)c1c(CC)nc2ccc(C(=O)N3CCN(C(=O)c4ccco4)CC3)cn12	-9%
COc1ccccc1NC(=O)COC(=O)Cn1c(C)csc1=O	?
CCOC(=O)CCNC(=O)N1CCC(CCOc2ccccc2)(C(=O)OCC)CC1	-8%
C[C@@H]1CN([C@@H](C)CO)C(=O)c2cc(C#CC(C)(C)O)cnc2O[C@@H]1CN(C)C(=O)c1ccccc1F	-3%
O=C1NC[C@H](CCCCN2C[C@H](Cc3ccc(O)cc3)N(CCc3ccccc3)C(=O)C2=O)N(CCc2ccc(O)cc2)C1=O	-13%
CC1Cc2ccccc2N1C(=O)COC(=O)c1ccco1 (centres undefined)	-26%
CCCOc1ccc(C(=O)OCCN2CCCCC2)c(O)c1	-20%
C#Cc1cccc(Nc2nc(NCCOC)nc3ccsc23)c1	21µM*
COc1ccc(NS(=O)(=O)c2ccc(C)c(C(=O)NCCCn3ccnc3)c2)cc1	-22%
COc1cc(OC)c(OC)cc1CN1CCCC(n2cc(C(=O)N3CCCCC3)nn2)C1 (centres undefined)	-9%
OCC[C@@H]1C[C@H](O)[C@@H](O)[C@@]2(OCc3cc(C(F)(F)F)ccc32)O1	-18%
O=C(Nc1ccccc1)c1cc(C2CCCCN2C(=O)c2cccs2)on1 (centres undefined)	18µM*
CCOC(=O)COc1ccc2c(C)c(CCN(CC)CC)c(=O)oc2c1	-3%
CC(C)c1nc2sc3c(SCCN(C)C)ncnc3c2c2c1CCC2	?
CCOc1ccccc1C=C1SC(=S)N(CC)C1=O	-19%
Cc1ccc(Cc2c(-c3ccco3)nc3c(C)cc(Br)cn23)cc1	6.5µM*
CC(C)C1Cc2[nH]c(=S)[nH]c(=O)c2C(c2ccc(F)cc2)O1 (centres undefined)	30%
CCCS(=O)(=O)NC(=O)C1(C)CCCN(C(=O)c2cccs2)C1 (centres undefined)	2%
CC(=O)Nc1ccc(NC(=O)c2ccc(Cl)c(S(=O)(=O)N3CCc4ccccc43)c2)cc1	4.6µM*
CCn1cc(C(=O)NC2CCCC2)c(=O)c2cc(S(=O)(=O)N3CCOCC3)ccc21	-28%
COc1ncccc1C(=O)N1CCCC(C(=O)Nc2cccc(-c3ccc(F)cc3)c2)C1 (centres undefined)	12µM*

Part of the list above, with bars between the fields:
SMILES | TDP1 cell noCPT
CCOC(=O)c1c[nH]n2c(=S)ncnc12 | ?
Cc1ccc(S(=O)(=O)CCC(=O)OCCOc2ccc(Br)cc2)cc1 | ?

Molecules above with two or more sulfur atoms:
SMILES	TDP1 cell noCPT
CC(C)NC(=O)C1(C)CN(S(C)(=O)=O)CC(=O)N1Cc1cccs1 (centres undefined)	?
CC(C)c1nc2sc3c(SCCN(C)C)ncnc3c2c2c1CCC2	?
CCOc1ccccc1C=C1SC(=S)N(CC)C1=O	-19%
CCCS(=O)(=O)NC(=O)C1(C)CCCN(C(=O)c2cccs2)C1 (centres undefined)	2%

Continued.
SMILES	TDP1 cell noCPT
C#CCOCCOCCOCCNc1nc(N2CCN(C(=O)Cn3cc(CCO)nn3)CC2)nc(N2CCN(C(=O)[C@H]([C@@H](C)CC)n3cc(CCCN=C(N)N)nn3)CC2)n1	-5%
CC(C)NC(=O)c1onc(CSc2ccncc2)c1C(=O)NC(C)C	-9%
O=C(CN1C(=O)c2ccccc2C1=O)NC(Cc1ccccc1)C(=O)O (centres undefined)	9%
CNCc1nc(-c2ccc[nH]2)c2cc(Cl)ccc2n1	14µM*
COC(=O)c1c[n+]([O-])ccc1OC	-24%
CC1(C(=O)NS(=O)(=O)c2cccc(OC(F)F)c2)CCN1C(=O)COc1ccc(Cl)cc1 (centres undefined)	4%
CN(C)C(=O)c1ccc(NC(=O)c2cccc(-n3cnnn3)c2)cc1	-24%
O=C(NCCCN1CCOCC1)c1onc(CSc2ccncc2)c1C(=O)NCCCN1CCOCC1	4%
O=C1CC2(CCN1)CCN(Cc1ccccc1)CC2	-13%
CC(C)CNC(=O)C1(C)CCCN1C(=O)CCc1cccs1 (centres undefined)	-6%
Cc1cccc(CC2(O)C(=O)Nc3ccccc32)n1 (centres undefined)	-14%
COc1ccc(NC(=O)c2cc3ccccc3oc2=O)cc1	?
COc1ccc(-c2cc(CNc3nc(NCc4ccccc4OC)nc4ccsc34)on2)cc1	26µM*
O=C(Cc1ccc(Cl)cc1)c1ccccc1	-15%
CC1(C)CC(=O)C=C(Nc2cccc(Cl)c2Cl)C1	?
Cc1cnc(SCc2ccccn2)nc1C1CCCN(C(=O)c2ccc3c(c2)OCO3)C1 (centres undefined)	?
CCc1nc2ccc(C(=O)N3CCN(C(C)=O)CC3)cn2c1N(C=O)Cc1ccc(OC)cc1	-7%
C=CCOc1ccc(C2NC(=O)c3ccccc3O2)cc1OC (centres undefined)	-20%
Cc1ccsc1C(=O)N1CCC1(C)C(=O)NS(=O)(=O)c1ccc(C#N)cc1 (centres undefined)	-14%
CCOC(=O)[C@H]1[C@H]2COc3ccc(Br)cc3[C@H]2N2C(=O)CN(CCc3c[nH]c4ccccc34)C(=O)[C@@]12C	?
CC1(C(=O)NS(=O)(=O)C2CC2)CCN(C(=O)c2ccccc2OC(F)(F)F)C1 (centres undefined)	0%
C(=Nc1cnc2ccccc2c1)c1ccc2ccccc2n1	-77%
O=c1[nH]cc(CN2CCOCC2)c(=O)[nH]1	-4%
CCC(C)[C@H]1CN=C(N)N1CCc1cccc(F)c1 (some centres undefined)	13µM*
COc1ccc(C(=O)c2ccc3oc(-c4ccc(OC)cc4)c(C#CCCO)c3c2)cc1	-12%
(cont.)
SMILES	TDP1 cell noCPT
COc1ccccc1CCn1cnc(Cc2cccc(F)c2)c1C(C)C	?
CC(=NNC(=O)c1ccncc1)c1cccc(Br)c1	-10%
CN(C)C1=C2C=CC=CC2/C(=C2/C=Cc3ccccc32)C=C1 (centres undefined)	?
Cn1c(=O)c2cc(NC(=O)NCc3ccc(F)cc3)ccc2n1C/C=C/c1ccccc1	9.2µM*
O=[N+]([O-])c1ccc(CN2[C@H](COCc3ccccc3)[C@@H](N3CCCC3)CS2(=O)=O)cc1	?
NC(=O)c1ccc[n+]([C@@H]2O[C@H](COP(=O)([O-])OP(=O)(O)OC[C@H]3O[C@@H](n4cnc5c(N)ncnc54)[C@H](O)[C@@H]3O)[C@@H](O)[C@H]2O)c1	-18%[21.1 µM]
CCC(c1nnnn1-c1ccc2c(c1)OCCO2)N1CCN(Cc2c(F)cccc2Cl)CC1 (centres undefined)	23µM*
O=C(CC(c1ccccc1)C1CCCCC1=O)c1ccccc1 (centres undefined)	16µM*
O=C(NCc1cccnc1)c1cc(C2CCCN(C(=O)CCCc3ccccc3)C2)on1 (centres undefined)	?
CCCCCc1c(-c2ccc(F)cc2)ncn1CCc1ccccc1OC	18µM*
NC(c1csc(NC(=O)Nc2ccc(OC(F)(F)F)cc2)n1)C1CCCCC1 (centres undefined)	9.2µM*
CCc1nnc(NC(=O)c2ccc3c(=O)n4c(nc3c2)CCC4)s1	?
C#CCNC(=O)C[C@@H]1C[C@@]2(C(=O)OC)CCCCC=C2N(Cc2ccc(Cl)cc2Cl)C1=O	18µM*
O=C(O)CC(CC(=O)O)n1cccc1	4%
COc1cccc(C(O)c2nc(-c3ccc(Cl)cc3)cs2)c1 (centres undefined)	?
CC(=NNC(=S)N1CC2CCC(CC2)C1)c1cccc(C)n1	0.021µM*
CCOC(=O)c1cc(-c2ccc(N3C(c4ccsc4)=Cc4ccccc4C3CC(C)=O)cc2)cc([N+](=O)[O-])c1 (centres undefined)	-10%
Cc1ncc(NS(=O)(=O)c2ccc(N)cc2)nc1C	-17%
O=C(NC1CC1)c1ccc(NC(=O)C2CCC2)cc1	?
Nc1c(Cl)ncnc1Nc1ccc(C(=O)O)cc1	-13%
COc1cc(Br)cc(C(=O)N2CCc3ccccc32)c1OC	?
COc1ccc(C(C)(O)c2nc(-c3cncnc3)cs2)cc1 (centres undefined)	-19%
O=C(CC(C(=O)c1ccccc1)c1ccccc1)c1ccccc1 (centres undefined)	21µM*
Cc1ccc2c(c1)ncc[n+]2CC(=O)c1ccc(F)cc1	10µM*
CCOC(=O)c1c(C)[nH]c(C(=O)COC(=O)[C@H](C)N2C(=O)C3CCCCC3C2=O)c1C (some centres undefined)	26µM*

The closing 6 entries of the section before open the next one.
SMILES	TDP1 cell noCPT
Nc1c(Cl)ncnc1Nc1ccc(C(=O)O)cc1	-13%
COc1cc(Br)cc(C(=O)N2CCc3ccccc32)c1OC	?
COc1ccc(C(C)(O)c2nc(-c3cncnc3)cs2)cc1 (centres undefined)	-19%
O=C(CC(C(=O)c1ccccc1)c1ccccc1)c1ccccc1 (centres undefined)	21µM*
Cc1ccc2c(c1)ncc[n+]2CC(=O)c1ccc(F)cc1	10µM*
CCOC(=O)c1c(C)[nH]c(C(=O)COC(=O)[C@H](C)N2C(=O)C3CCCCC3C2=O)c1C (some centres undefined)	26µM*
Cc1nn(C)cc1CN1CCOc2ccc(C(C)(O)COc3ccccc3)cc2C1 (centres undefined)	-19%
CCCCCCCCCCCCCCCC(=O)Nc1ccn(C2OC(CO)C(O)C2O)c(=O)n1 (centres undefined)	0.73µM*
CC(CO)NS(=O)(=O)c1cccc(Cl)c1F (centres undefined)	-2%
COc1ccc([C@H]2C[C@@H](n3cc(COC(=O)c4ccccc4)nn3)[C@H](O)CN2CC2CCCCC2)cc1	?
CCC(c1nc2ccccc2[nH]1)N(C(=O)C1=NNC(=O)CC1)c1ccccc1 (centres undefined)	7%
NC(CSC(c1ccccc1)(c1ccccc1)c1ccc(-c2ccccc2)cc1)C(=O)O (centres undefined)	?
C[C@H](CO)N1C[C@H](C)[C@@H](CN(C)CC2CCOCC2)Oc2ncc(Br)cc2C1=O	-2%
CCN(CC)c1ccc(/C=C/c2c(C)cnc3ccc(C)cc23)cc1	20µM*
CN(C)c1ccc(C=O)cc1[N+](=O)[O-]	-25%
COC1=NC(=C(c2ccccc2)c2ccccc2)OC1=O	-29%
